Screening results deposited in PubChem BioAssay by National Center for Advancing Translational Sciences (NCATS).
IDH1 R132H inh: qHTS for Inhibitors of mutant isocitrate dehydrogenase 1 (IDH1): qHTS; Isocitrate dehydrogenase [NADP] cytoplasmic (Homo sapiens), O75874; IDH1-R132H enzyme, NADPH consumption, diaphorase/resazurin fluorescence; Potency, µM (doses to about 76.6 µM), for inactives: at the highest dose activity change, negative = inhibition, actives largely listed as inhibitors; 0.093% of 390,000 active; further: on the % scale 0 is the no-effect control and ±100 the full control effect; nearly all actives have a fitted effect of over 65% in size
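IDH1-R132H (0.5 ug/mL) preincubated 30 min with compound, then NADPH (0.016 mM) and alpha-KG (2 mM) added; 80 min at RT, pH 7.5. Remaining NADPH coupled via diaphorase/resazurin to fluorescence (540/590 nm); concentration-response curves normalized to no-enzyme control.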
Vif-APOBEC3G blk: qHTS for Inhibitors of Vif-A3G Interactions: qHTS. AID 602310, 2012. DNA dC->dU-editing enzyme APOBEC-3G (Homo sapiens), Q9HC16. 0.076% of 410,000 active. HeLa A3G-eYFP + Vif (tagged APOBEC3G with the HIV-1 protein that degrades it), YFP fluorescence, overnight. Potency, µM (doses to about 46.1 µM), without a hit: at the highest dose activity, negative = active, most hits filed as inhibitors;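 further: on the % scale 0 is the no-effect control and ±100 the full control effect; nearly all actives have a fitted effect of over 60% in size; hits raise eYFP signal because A3G escapes Vif-driven loss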
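HeLa cells stably expressing Vif and C-terminally eYFP-tagged A3G, seeded overnight at 37 deg C, then exposed to compound by pintool overnight at 37 deg C. Rise in yellow fluorescence (Ex 488/Em 500-530, Acumen) marks blocked Vif-driven A3G degradation.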
TrxR1 substrate: qHTS Assay for Substrates of Mammalian Selenoprotein Thioredoxin Reductase 1 (TrxR1): qHTS; 0.01% of 390,000 active; purified TrxR1 substrate turnover, NADPH consumption readout; Potency, µM (highest dose often 114 µM), for the others: top-dose activity change, negative = substrate turnover; Thioredoxin reductase 1, cytoplasmic (Rattus norvegicus), O89049; further: on the % scale 0 is the no-effect control and ±100 the full control effect; nearly all actives have a fitted effect of over 50% in size
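Rat TrxR1, dispensed at 90 nM, was prereduced with 400 uM NADPH (final) for 5 min at ~22 deg C, then incubated with compound 15 min before 400 uM selenite. A first-read NADPH fluorescence drop versus no-compound background flagged substrates.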
ALOX12 inh: Primary qHTS assay for inhibitors of human arachidonate 12S-lipoxygenase (ALOX12): Round 2; Polyunsaturated fatty acid lipoxygenase ALOX12 (Homo sapiens), P18054; purified 12hLO, xylenol orange hydroperoxide absorbance; Potency, µM (series often up to 108 µM), for the others: top-dose activity change, negative = inhibition, actives largely listed as inhibitors; 1.1% of 580,000 active; AID 1671190, 2021; further: on the % scale 0 is the no-effect control and ±100 the full control effect
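Purified human 12hLO at 150 nM in 25 mM Hepes, 0.01% Triton X-100, pH 7.0, preincubated 15 min at room temperature with compound. Reaction started with 40 uM arachidonic acid, 30 min at room temperature. Hydroperoxide measured by Fe-xylenol orange, 573/405 nm absorbance ratio.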
USP1 inh: Inhibitors of USP1/UAF1: Primary Screen. Ubiquitin carboxyl-terminal hydrolase 1 (Homo sapiens), O94782. recombinant USP1/UAF1, Ub-Rhodamine cleavage fluorescence. Potency, µM (top dose mostly 57.1 µM), for inactives: at the top dose activity change, negative = inhibition, usual class: inhibitors. 0.23% of 390,000 active. AID 743255, 2014; further: on the % scale 0 is the no-effect control and ±100 the full control effect; nearly all actives have a fitted effect of over 60% in size; inactives centre near -12
Target sequence (O94782 whole entry, looked up): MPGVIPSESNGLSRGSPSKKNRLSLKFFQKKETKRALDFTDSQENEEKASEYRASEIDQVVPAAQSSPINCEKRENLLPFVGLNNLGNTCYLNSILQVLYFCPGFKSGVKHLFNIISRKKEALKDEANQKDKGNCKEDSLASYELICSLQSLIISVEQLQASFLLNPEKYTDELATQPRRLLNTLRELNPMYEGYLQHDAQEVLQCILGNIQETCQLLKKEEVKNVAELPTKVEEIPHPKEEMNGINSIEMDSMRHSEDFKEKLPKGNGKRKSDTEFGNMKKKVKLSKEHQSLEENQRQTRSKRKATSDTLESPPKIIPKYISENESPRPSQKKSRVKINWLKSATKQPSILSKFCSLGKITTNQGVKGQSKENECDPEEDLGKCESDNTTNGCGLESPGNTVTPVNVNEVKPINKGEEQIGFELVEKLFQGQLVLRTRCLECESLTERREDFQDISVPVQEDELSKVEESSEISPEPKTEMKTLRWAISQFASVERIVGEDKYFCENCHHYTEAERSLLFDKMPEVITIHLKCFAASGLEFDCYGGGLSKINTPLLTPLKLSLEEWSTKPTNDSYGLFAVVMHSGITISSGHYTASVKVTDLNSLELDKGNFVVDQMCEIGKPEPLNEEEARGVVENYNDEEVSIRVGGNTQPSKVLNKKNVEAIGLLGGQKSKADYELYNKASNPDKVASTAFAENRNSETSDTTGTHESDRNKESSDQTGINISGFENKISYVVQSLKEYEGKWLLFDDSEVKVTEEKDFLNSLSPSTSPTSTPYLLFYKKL
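USP1/UAF1 complex at 1 nM was preincubated with compound for 15 min at room temperature, then Ub-Rho substrate (150nM final) was added. Fluorescence (480/540 nm) was read kinetically, 6 reads every 60 seconds.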
Vif-A3F inh: qHTS for Inhibitors of Vif-A3F Interactions: qHTS | HeLa A3F-eYFP + Vif (tagged APOBEC3F with the HIV-1 protein that degrades it), YFP fluorescence increase | Potency, µM (doses to about 46.1 µM), for inactives: at the highest dose activity, negative = active | 0.2% of 390,000 active | AID 602313, 2012; further: % of control where 0% means no effect; nearly all actives have a fitted effect of over 65% in size
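Fluorescence increase (Ex 488/Em 500-530) after overnight compound treatment at 37 deg C flags inhibition of Vif-driven A3F-eYFP loss in stable HeLa A3F-eYFP/Vif cells seeded overnight beforehand.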
RGS4 inh: Inhibitors of Regulator of G Protein Signaling (RGS) 4: qHTS | Regulator of G-protein signaling 4 (Homo sapiens), P49798 | Transcreener GDP fluorescence polarization, RGS4-accelerated GTP hydrolysis | Potency, µM (titrated, usually from 114 µM), for the others: top-dose activity change, negative = inhibition, actives largely listed as inhibitors | 0.039% of 390,000 active | AID 504845, 2011; further: on the % scale 0 is the no-effect control and ±100 the full control effect; nearly all actives have a fitted effect of over 75% in size; some results filed as inactive show a strong effect at the top dose
Target sequence (P49798 whole entry, looked up): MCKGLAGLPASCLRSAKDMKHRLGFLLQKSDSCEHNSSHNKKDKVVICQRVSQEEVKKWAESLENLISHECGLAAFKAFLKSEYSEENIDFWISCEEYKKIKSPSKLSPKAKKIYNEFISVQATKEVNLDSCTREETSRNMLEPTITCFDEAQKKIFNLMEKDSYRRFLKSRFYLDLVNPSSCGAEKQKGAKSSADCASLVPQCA
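MLSMR compounds (23 nl, pin-transferred) preincubated 10 min at room temperature with a 500nM (2x) first reagent, then RGS4 at 900nM (2x) plus Transcreener GDP mix added; fluorescence polarization (620/688 nm) read before and after 90 min at 30 °C.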
rTrxR1 inhibitor: qHTS Assay for Inhibitors of Mammalian Selenoprotein Thioredoxin Reductase 1 (TrxR1): qHTS; Potency, µM (series often up to 114 µM), inactives show at the top dose activity change, negative = inhibition, most hits filed as inhibitors; 1% of 390,000 active; AID 588453, 2011; recombinant rTrxR1, NADPH fluorescence consumption, selenite substrate; further: on the % scale 0 is the no-effect control and ±100 the full control effect; nearly all actives have a fitted effect of over 65% in size
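Rat TrxR1 (90 nM in the dispensed reagent) was pre-reduced with 400 uM NADPH for 5 min at room temperature, then incubated with compound for 15 min. After 400 uM selenite was added, NADPH fluorescence (Ex 340/Em 450 nm) was followed for 8 min.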
RXFP1 agonist: qHTS Assay for Agonists of the Relaxin Receptor RXFP1 | Relaxin receptor 1 (Homo sapiens), Q9HBX9 | HEK293T-RXFP1 cAMP TR-FRET, 30 min; response scale: percent of porcine relaxin response, buffer zero | Potency, µM (doses to about 57.5 µM), without a hit: top-dose activation, hits mostly activators | 0.3% of 370,000 active | AID 2676, 2010; further: on the % scale 0 is the no-effect control and ±100 the full control effect; nearly all actives have a fitted effect of over 60% in size; many of its hits are not listed in these tables
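Agonist response is measured as cAMP accumulation in an RXFP1-transfected HEK293T line under PDE4 inhibition. Values are scaled between buffer-only and 29 nM porcine relaxin, and EC50s come from standard Hill equation fits.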
The depositor's hits bear a star; u = inconclusive; x = no result given; & = joins results of further samples; [ ] = another dose, or the depositor's remark. The call rests on the fitted dose curve; in most records, active means well fitted curve in the direction sought with a large enough effect; inconclusive means small, poorly fitted or top-dose-only effect, or another doubt; inactive means no such curve, though single readings can be large; an effect the other way counts as inactive or inconclusive. Potency means the concentration at half of the fitted maximal effect. The list is partial; rates above refer to the full screens.

Each structure is followed by: IDH1 R132H inh, Vif-APOBEC3G blk, TrxR1 substrate, ALOX12 inh, USP1 inh, Vif-A3F inh, RGS4 inh, rTrxR1 inhibitor, RXFP1 agonist
> CC(C)NCCCOc1ccc(C(C)(C)c2ccccc2)cc1
  2%, 3%, -5%, u, 4%, -5%, 6%, 6%, -0.2%
> COc1cc(C(=O)NCc2ccncc2)cc(Br)c1OCc1ccccc1
  1%, -5%, -6%, 5%, -15%, 4%, 17%, -1%, -1.8%
> Cn1c(SCC(=O)NC2CCCCC2)nnc1-c1cccnc1
  0%, -5%, 4%, 9%, -23%, 4%, 9%, 20%, 6.7%
> COc1ccccc1NC(=O)CN1CCN(CC(=O)Nc2ccc3c(c2)OCO3)CC1
  1%, -1%, 7%[57.1 µM], 26%, -27%, 8%, -15%, 1%[57.1 µM], -0.6%
> CCOc1ccc(NC(=O)c2cn(CC(C)C)c(=O)c3c2c2ccccc2n3C)cc1
  -5%, -6%, 13%, 7%, -16%, u, -14%, -4%, 6.8%
> CCC(=O)Nc1ccccc1C(=O)N1CCN(Cc2ccccc2)CC1
  2%, 1%, 4%[57.1 µM], 0%, 0%, 5%, 7%, 13%[57.1 µM], 2.4%
> CC(=O)N1CCN(C(=O)C2(NC(=O)Nc3cccc(F)c3)CCCCC2)CC1
  5%, 1%, 6%[57.1 µM], 4%, -22%, 9%, 20%, 22%[57.1 µM], -0.6%
> CCN(CC)CCC(=O)N1c2ccccc2CCc2ccc(NC(=O)OC(C)C)cc21
  -3%, 5%, -3%, 0%, -22%, -1%, 10%, 27%[11.4 µM], -0.7%
> CCN(CC(=O)NCc1ccc(Cl)cc1)C(=O)CSc1ccc(Br)cc1
  5%, 0%, -13%, x, -16%, -10%, -6%, -9%, 3.8%
> O=C(Nc1ccccc1C(=O)O)c1cccc(S(=O)(=O)N2CCCC2)c1
  -2%, -3%, 0%, -3%, -19%, 4%, 5%, 4%, -0.5%

Later entries
Each structure is followed by: IDH1 R132H inh, Vif-APOBEC3G blk, TrxR1 substrate, ALOX12 inh, USP1 inh, Vif-A3F inh, RGS4 inh, rTrxR1 inhibitor, RXFP1 agonist
> CC1CCN(C(=O)CSc2nc3c(c(=O)n(C)c(=O)n3C)n2C)CC1
  5%, 0%, -4%[0.0914 µM], -44%, -7%, 3%, 7%, 22%, u
> COc1ccc(CCNC(=S)Nc2cc(C)ccc2C)cc1
  4%, -9%, 8%[57.1 µM], u, -18%, 0%, -23%, 2%[57.1 µM], 4.0%
> CCOC(=O)N1CCN(C(=O)CCNS(=O)(=O)c2cc(Br)cnc2N)CC1
  3%, -3%, 13%[57.1 µM], 37%[activator], 2%, -1%, 21%, 43%[activator][57.1 µM], -0.2%
> Cc1ccc(C(=O)N/C(=C\c2ccco2)C(=O)NCCN2CCOCC2)cc1C
  5%, -3%, -12%, 0%, -8%, -21%, 20%, -26%, 1.6%
> CCCC(=O)Nc1ccc2nc(SCC(=O)N3CCCC3)sc2c1
  7%, -2%, -12%[57.1 µM], -2%, -3%, -22%, -46%, 23%[57.1 µM], 3.4%
> Cc1ccc(C(=O)N2CCOCC2)cc1Cl
  11%, -4%, 10%[57.1 µM], 0%, -17%, 0%, 6%, 13%[57.1 µM], -1.2%
> CN(C)c1cc(-c2ccc(Cl)cc2Cl)oc(=O)c1Cl
  6%, -7%, -3%, 0%, -6%, -1%, -47%, 6%, 1.1%
> Cc1cc(NC(=O)c2ccccc2)no1
  18%, 0%, 7%[57.1 µM], 9%, 2%, -14%, 20%, 0%[57.1 µM], -3.7%
> CCOC(=O)C1(Cc2cccc(OC)c2)CCCN(Cc2cc(C(C)C)n[nH]2)C1 (stereo not given)
  -4%, 0%, 0%[57.1 µM], u, 4%, -7%, 5%, 0%[57.1 µM], -1.8%
> CC(/C=C1\SC(=S)N(NC(=O)c2ccncc2)C1=O)=C\c1ccccc1
  -4%, -1%, -8%[57.1 µM], u, 1%, -11%, -13%, -12%[57.1 µM], 1.3%

Continued:
Each structure is followed by: IDH1 R132H inh, Vif-APOBEC3G blk, TrxR1 substrate, ALOX12 inh, USP1 inh, Vif-A3F inh, RGS4 inh, rTrxR1 inhibitor, RXFP1 agonist
> O=C(COC(=O)c1cnccn1)Nc1cc(S(=O)(=O)N2CCOCC2)ccc1Cl
  -7%, -5%, 0%, -3%, -9%, 1%, -3%, 4%, x
> Cc1ccc(C)c(NC(=O)CN2C(=O)c3cccnc3Oc3ccc(C)cc32)c1
  -6%, -2%, -6%, -15%, -10%, 2%, 7%, -10%, -0.7%
> Cc1ccccc1OCC(=O)N1CCCCCCC1
  1%, 0%, -2%[57.1 µM], 11%, -12%, -10%, 4%, -11%[57.1 µM], 1.1%
> CCOc1ccc(OCCCC(=O)ON=C(N)c2ccccc2C)cc1
  14%, 1%, -1%, 205%[activator], -19%, -2%, -6%, 1%, 0.5%
> CC(C)(C)c1ccc(C(=O)NCC(=O)OCc2cc(=O)n3nc(C4CC4)sc3n2)cc1
  -13%, 7%, 2%[57.1 µM], -5%&-11%, -6%, 4%, -5%, 12%[57.1 µM], -0.2%
> CCC(C(=O)Nc1nnc2n1CCS2)c1ccccc1 (stereo not given)
  -13%, -2%, 2%[57.1 µM], -5%, -22%, 9%, 18%, 24%[57.1 µM], 2.0%
> O=C(CSc1nc2ncccc2[nH]1)c1cccc([N+](=O)[O-])c1
  0%, 0%, 1%, -25%, -17%, -4%, -45%, 3%, 7.0%
> O=C(CSc1nnc(CNC(=O)c2ccccc2)o1)Nc1ccc2c(c1)OCCO2
  9%, 2%, -16%, u, -12%, 0%, -8%, -18%, -0.3%
> Cc1ccc(C(C[N+](=O)[O-])c2c(C)cc3ccccn23)cc1 (stereo not given)
  0%, u, 2%, -24%, -24%, 3%, -21%, u, -1.4%
> O=C(Cc1ncc(C(F)(F)F)cc1Cl)N1CCN(c2ccc(F)cc2)CC1
  -2%, 0%, -1%, -21%, -3%, 4%, 20%, 6%, 0.7%

Continuation.
Each structure is followed by: IDH1 R132H inh, Vif-APOBEC3G blk, TrxR1 substrate, ALOX12 inh, USP1 inh, Vif-A3F inh, RGS4 inh, rTrxR1 inhibitor, RXFP1 agonist
> Cn1nccc1C(=O)OCC(=O)Nc1nc(-c2ccccc2)cs1
  19%, -3%, 5%, -6%, -19%, 0%, -8%, 15%, -0.6%
> O=C(NCc1cccs1)c1ccc(CSc2nc3ccncc3n2Cc2cccc(F)c2)cc1
  12%, -6%, -3%, -5%, -4%, -4%, 1%, 6%, -0.6%
> Nc1cc(-c2ccccc2)nn1Cc1ccccc1
  10%, 0%, 5%, 1%, -19%, 11%, -12%, 19%[57.1 µM], 0.4%
> CCn1c(CNC(=O)c2ccccc2)nnc1SCC(=O)N1CCN(c2ccccc2)CC1
  0%, -2%, 2%, -7%, -16%, 2%, 3%, 3%, 0.8%
> Cc1cnc(C(=O)N2CCCC(C(=O)c3ccc(C(C)(C)C)cc3)C2)cn1 (stereo not given)
  -7%, 2%, 0%, 10%, -4%, 5%, 0%, 10%, -3.1%
> C=CCOc1cccc(C2/C(=C(/O)c3ccc(Cl)cc3)C(=O)C(=O)N2CCN2CCOCC2)c1 (stereo not given)
  1%, 0%, -7%, -27%, -17%, u, -37%[56.9 µM], u, 9.7%
> COc1ccccc1C(=O)OCC(=O)NC(=O)NC1CCCC1
  4%, -3%, 7%, 1%, -20%, 3%, -12%, 24%, 2.1%
> O=C(NCCCN1CCOCC1)c1ccc(Cl)c([N+](=O)[O-])c1
  2%, -3%, 2%[57.1 µM], x, 3%, 8%, -1%, 17%[57.1 µM], x
> CCC(C)N(NC(C)=O)c1nc(Cl)nc(NC(C)(C)C)n1 (stereo not given)
  1%, 0%, 6%[57.1 µM], 455%[activator], 1%, 0%, 7%[11.4 µM], 14%[57.1 µM], 1.3%
> O=CN1CCN(C2CC(=O)N(c3ccc4c(c3)OCO4)C2=O)CC1 (stereo not given)
  5%, 3%, 19%[57.1 µM], 9%, -16%, -7%, -21%, 2%[57.1 µM], -1.0%
> CC(C)(C)NS(=O)(=O)c1cccc(S(=O)(=O)c2cccc(S(=O)(=O)NC(C)(C)C)c2)c1
  11%, 0%, -6%, x, -10%, 4%, -14%, 16%, 8.6%
> O=C(O)c1ccc(-n2nncc2-c2ccccc2)cc1
  -7%, 1%, 1%, -14%, -3%, 11%, 3%, 15%, 1.1%
> O=C(NCCc1ccccc1)c1ccc(NC2=NC3CS(=O)(=O)CC3S2)cc1 (stereo not given)
  -4%, 0%, 4%[57.1 µM], 16%, -9%, -6%, 4%, 16%[57.1 µM], 5.0%
